Myeloid diff MLP: promotes myeloid progenitor differentiation | AID 624256 | 1% of 360,000 active | ER-HoxA9 myeloid progenitors, lysozyme-GFP differentiation, flow cytometry | calls only at 10 µM;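 active means normalized GFP-positive differentiation at or above the plate's own cutoff, the solvent-only control mean plus 3 SD; inconclusive means no clear call, values can overlap the other calls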;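 further: cells exposed to compound for four days before flow analysis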
Myeloid diff MLP GFP+ MAC1+ %: also measured in Myeloid diff MLP; calls as there; GFP+ MAC1+ double positive, %; measured here: differentiation confirmed by MAC1 staining
Numbers without * were called inactive; i = inactive; u = inconclusive; x = not tested or not shown; + = active, no number. This is a subset (hit frequency here may not be typical).

Every second line gives: Myeloid diff MLP GFP+ MAC1+ %	Myeloid diff MLP
- c1ccc(COc2ccc(-c3cc4nc(NCCCn5ccnc5)ccn4n3)cc2)cc1
→ 2.2	i
- CCCCNC(=O)c1ccc2nc(CC)c(N(C)Cc3ccc(OC)cc3)n2c1
→ 0.9	i
- CC1(c2nc3ccccc3[nH]2)CCC(=O)N1Cc1ccc(F)cc1 (stereo not drawn)
→ 1.2	i
- COc1ccc(S(=O)(=O)NC(=O)C2(C)CCN2C(=O)CCC2CCCC2)cc1OC (stereo not drawn)
→ 0.4	i
- CCCNC(=O)C1(C)CCCN(C(=O)c2ccc(C)c(F)c2)C1 (stereo not drawn)
→ 1.2	i
- C#CCNC(=O)C[C@@H]1C[C@@]2(C(=O)OC)CCCCC=C2N(Cc2ccco2)C1=O
→ 0.7	i
- Cc1cc(Br)cn2c(Cc3ccccc3)c(-c3ccco3)nc12
→ 0.4	i
- Cc1ccc(Cc2c(-c3ccc(Cl)cc3)nc3c4ccccc4ccn23)cc1
→ 0.4	i
- CCCCN1C(=O)C(CC(=O)NCCc2ccccn2)CC(C(=O)N2CCCCCC2)=C1C (stereo not drawn)
→ 1.1	i
- CC1Cc2[nH][nH]c(=O)c2C(C2CC2)O1 (stereo not drawn)
→ 1.0	i
- O=C(Nc1ccccc1)c1cc(C2CCCN(C(=O)CCc3ccccc3)C2)on1 (stereo not drawn)
→ 1.4	i
- CCc1nc2ccc(C(=O)Nc3cc(-c4ccccc4)ccc3OC)cn2c1N(C)C(=O)c1cccc(OC)c1
→ 2.1	i
- CC1OC(C2CCCCC2)Cc2[nH]c(=S)[nH]c(=O)c21 (stereo not drawn)
→ 0.9	i
- Cc1ccc(NC(=O)C2(C)CCN2C(=O)Cc2ccc(C(C)C)cc2)cc1 (stereo not drawn)
→ 0.4	i
- CS(=O)(=O)/C(C#N)=C/c1cccn1S(=O)(=O)c1cccc2ccccc12
→ 2.1	i
- O=C(Nc1cccc2ccccc12)c1ccco1
→ 0.4	i
- COc1ccc(CN2C(=O)C(CC(=O)NCCCN(C)C)CC(C(=O)N3CCCCCC3)=C2C)cc1 (stereo not drawn)
→ 0.3	i
- Cc1cccc(C)c1-n1nnnc1C(c1ccnc2ccccc12)N(C)Cc1ccc(Cl)c(Cl)c1 (stereo not drawn)
→ 1.3	i
- CC1=C(C(=O)N(C(C)C)C(C)C)CC(CC(=O)NCc2cccc3ccccc23)C(=O)N1Cc1ccc(F)cc1 (stereo not drawn)
→ 0.9	i
- CS(=O)(=O)Nc1cccc(-c2ccc3nncn3c2)c1
→ 2.0	i
- CC(C)C(=O)N1CCC1(C)C(=O)Nc1cccc(Oc2ccccc2)c1 (stereo not drawn)
→ 1.0	i
- CSc1ccc(CN2CCC2(C)C(=O)NCc2cccc(C(F)(F)F)c2)cc1 (stereo not drawn)
→ 0.9	i
- COc1ccc(CNC(=O)CCS(=O)(=O)c2ccc3nc(C)sc3c2)cc1
→ 3.9	i
- Cc1cccc(C)c1NC(=O)C1(C)CN(S(C)(=O)=O)CC(=O)N1CC(F)(F)F (stereo not drawn)
→ 2.8	i
- CC1(C(=O)NS(=O)(=O)c2ccccc2Cl)CCN1C(=O)C1(c2ccccc2)CC1 (stereo not drawn)
→ 0.6	i
- CC(CC(=O)Nc1ccc2c(c1)c(=O)n(C)n2-c1cccs1)c1ccccc1 (stereo not drawn)
→ 0.7	i
- COC(=O)[C@@H](Cc1ccccc1)NC(=O)[C@H]1O[C@@H](n2cnc3c(N)ncnc32)[C@H](O)[C@@H]1O
→ 0.4	i
- Cc1cccc(C)c1C(O)c1ncc(-c2ccc(Cl)cc2)[nH]1 (stereo not drawn)
→ 0.5	i
- COC(=O)[C@@]1(Cc2ccc(F)cc2)[C@H]2c3cc(C(=O)N4CCCC4)n(CCF)c3C[C@H]2CN1C(=O)c1ccccc1
→ 0.8	i
- COCCN1C[C@@H](CO)O[C@@H](n2cnc3c(N4CCN(c5ccccc5)CC4)ncnc32)C1
→ 0.1	i
- COc1ccc(NC(=O)C2(C)CCN2Cc2csc3ccccc23)cc1OC (stereo not drawn)
→ 0.3	i
- Cc1cccc(S(=O)(=O)NC(=O)C2(C)CCN2C(=O)CCC2CCCC2)c1 (stereo not drawn)
→ 0.1	i
- Cc1cccc(C)c1NC(=O)C1(C)CCC(=O)N1c1cc(C(C)(C)C)nn1C (stereo not drawn)
→ 1.5	i
- Cc1ccc(S(=O)(=O)N2C[C@H]3[C@H]4C(=O)N(C5CCCCC5)C(=O)[C@H]4CC(=O)[C@H]3[C@@H]2c2ccccc2Cl)cc1
→ 0.9	i
- Cc1ccc(C(O)c2ncc(-c3ccccc3Cl)[nH]2)cc1 (stereo not drawn)
→ 1.6	i
- Brc1cccc(-c2nc3c4ccccc4ccn3c2Cc2ccsc2)c1
→ 0.5	i
- COc1cccc(CNC(=O)[C@@H]2CCCN2C(=O)[C@@H]2CCCN2)c1
→ 0.8	i
- CC1(C(=O)NS(=O)(=O)c2ccccc2)CCN1C(=O)c1ccccc1CCc1ccccc1 (stereo not drawn)
→ 1.9	i
- COc1ccc(CN2CCC2(C)C(=O)NCc2ccc3c(c2)OCO3)c2ccccc12 (stereo not drawn)
→ 1.5	i
- O=C(NC1CCCCC1)c1nc(C2CCNCC2)oc1-c1ccccc1
→ 0.6	i
- CC(=O)NC(c1cccc(F)c1)c1nc(-c2cccs2)cs1 (stereo not drawn)
→ 1.3	i
- CC1(C(=O)NS(=O)(=O)c2cccs2)CCN1C(=O)c1ccccc1 (stereo not drawn)
→ 0.7	i
- O=C(O)c1cccc(-c2csc(C(O)(c3ccccc3)C(F)(F)F)n2)c1 (stereo not drawn)
→ 0.6	i
- CCCNC(=O)C1(C)CCN(C(=O)c2ccc3c(c2)CCO3)C1 (stereo not drawn)
→ 0.8	i
- O=C(/C=C/[C@H]1O[C@@H](n2cnc3c(NC(=O)c4ccccc4)ncnc32)[C@H](O)[C@@H]1O)NCCCc1ccccc1
→ 0.3	i
- CCOC(=O)[C@]12CCC=C1N(CCC1=CCCCC1)C(=O)[C@H](CC(=O)NCc1ccc(C)o1)C2
→ 0.4	i
- CCOc1cc(OCC)cc(C(=O)N2CCC[C@H]2C(=O)N2CCC[C@H]2C(=O)NCc2cccc(OC)c2)c1
→ 0.2	i
- O=C(CC[C@H]1O[C@@H](n2ccc(=O)[nH]c2=O)[C@H](O)[C@@H]1O)N[C@H](Cc1ccccc1)C(=O)NCc1ccco1
→ 1.1	i
- O=C(NCCc1ccccc1)C1Cc2c(-c3ccc4c(c3)OCO4)ccnc2O1 (stereo not drawn)
→ 1.1	i
- CCOC(=O)C1=C[C@@H](c2ccccc2)N(S(=O)(=O)c2ccc(C)cc2)[C@H]1c1ccc(F)cc1
→ 1.3	i
- COc1ccc2c(CN(Cc3ccccc3)Cc3ccccc3)cc(=O)oc2c1
→ 0.6	i
- OC[C@@H]1CN(Cc2ccc3c(c2)OCO3)C[C@H](n2cnc3c(NCc4ccco4)ncnc32)O1
→ 0.9	i
- CSCCC(C(=O)NC1CCCC1)n1c(-c2ccccn2)nc2ccccc21 (stereo not drawn)
→ 3.2	i
- CCc1nc2c(OCCOc3ccccc3)cccn2c1N(C)C(=O)c1ccccc1F
→ 0.7	i
- c1ccc(COc2cccc(-c3cc4nc(NCCCn5ccnc5)ccn4n3)c2)cc1
→ 0.6	i
- Cc1cccc(C)c1-n1nnnc1C(c1cccc2ccccc12)N1CCN(C/C=C/c2ccccc2)CC1 (stereo not drawn)
→ 2.1	i
- COc1cccc(C(O)c2ncc(-c3cccc4ccccc34)[nH]2)c1 (stereo not drawn)
→ 0.9	i
- COCCN1C[C@@H](CO)O[C@@H](n2cnc3c(NCc4ccc(F)cc4)ncnc32)C1
→ 0.9	i
- Cc1ccc(-c2nc3c(Cl)cc(C(F)(F)F)cn3c2Cc2cccc(Cl)c2)cc1
→ 0.7	i
- Cc1cccc(C)c1NC(=O)CN1CCN(C/C=C/c2ccccc2)CC1
→ 0.7	i

Next section:
Every second line gives: Myeloid diff MLP GFP+ MAC1+ %	Myeloid diff MLP
- OC(c1cc(Cl)cc(Cl)c1)c1ncc(-c2ccccc2F)[nH]1 (stereo not drawn)
→ 0.8	i
- COc1cccc(CNc2nc(NCc3cccs3)nc3ccsc23)c1
→ 1.5	i
- CN(C)CCCNc1nc2cc(-c3ccn[nH]3)sc2c(=O)n1C
→ 1.3	i
- CN(C)c1ccc(-c2ccnc3c2CC(C)(C(=O)Nc2cccc(OC(F)(F)F)c2)O3)cc1 (stereo not drawn)
→ 0.7	i
- CCOC(=O)C1=CCN(S(=O)(=O)c2ccc(F)cc2)C1c1ccc(Cl)c(Cl)c1 (stereo not drawn)
→ 1.9	i
- CC(C)(C)Cc1c(-c2cccc(Br)c2)nc2ccc(Cl)cn12
→ 1.3	i
- Cc1ccccc1-c1cc2nc(Oc3cccc(F)c3)n(C)c(=O)c2s1
→ 1.6	i
- CCCS(=O)(=O)NC(=O)C1(C)CCN(C(=O)COc2ccc(Cl)cc2Cl)C1 (stereo not drawn)
→ 1.1	i
- CCCCNC(=O)C1(C)CCN1C(=O)c1ccc(F)c(C)c1 (stereo not drawn)
→ 0.9	i
- COC(=O)[C@]12CCCCC=C1N(Cc1ccccc1)C(=O)[C@H](CC(=O)N1CCC(c3ccccc3)CC1)C2
→ 0.3	i
- c1csc(-c2ccc3nncn3c2)c1
→ 5.6	i
- Cn1cc(-c2cnc3c(NC=O)cc(-c4cccc(C(F)(F)F)c4)cn23)cn1
→ 5.3*	+
- COc1ccc(-c2cc(NC=O)c3ncc(-c4cccc(C(=O)NCCN(C)C)c4)n3c2)cc1
→ 0.8*	+
- O=c1cc(CN2CCCC2)c2c(ccc3ccccc32)o1
→ 1.0	i
- CC(C)C[C@@H](CN1CCC[C@@H]1CN1C(=S)NC[C@@H]1Cc1ccc(O)cc1)N1C[C@H](Cc2ccccc2)N(CCc2ccccc2)C1=S
→ 0.4	i
- CC1(C(=O)Nc2cccc(OC(F)(F)F)c2)Cc2c(-c3ccc(C(N)=O)cc3)ccnc2O1 (stereo not drawn)
→ 0.3	i
- CC(C)n1nnnc1C1c2ccccc2C(=O)N1CCc1ccc(O)cc1 (stereo not drawn)
→ 1.3	i
- COc1ccc(-c2nc3c(Cl)cc(C(F)(F)F)cn3c2Cc2cccc(Cl)c2)cc1OC
→ 0.8	i
- Cn1c(=O)c2cc(NC(=S)NCc3ccccc3F)ccc2n1Cc1ccccc1
→ 0.2	i
- CCCCN(C=O)c1c(CC)nc2c(OCc3ccc(Cl)cc3)cccn12
→ 0.6	i
- CC(=O)Nc1ccc(-c2ccnc3c2CC(C(=O)Nc2ccc4c(c2)OCO4)O3)cc1 (stereo not drawn)
→ x	u
- CN(C)CCNC(=O)c1cccc(-c2cnc3c(NC=O)cc(-c4ccc(F)cc4)cn23)c1
→ 1.7	i
- CN(Cc1ccccc1)C(=O)c1csc([C@H]2C[C@H](O)[C@@H](CO)O2)n1
→ 1.5	i
- c1ccc(Oc2ccccc2-c2cc(NCCc3cccnc3)n3nccc3n2)cc1
→ 0.4	i
- OC(c1ccccc1)(c1nc(-c2cccc(F)c2)cs1)C(F)(F)F (stereo not drawn)
→ 0.4	i
- O=C(NC1CCCCCC1)c1[nH]c(C(F)(F)F)nc1-c1ccccc1
→ 1.3	i
- C(=C\c1ccccc1)/CN1CCN(C(c2cccc3ccccc23)c2nnnn2Cc2ccccc2)CC1 (stereo not drawn)
→ 1.3	i
- CC(C)Oc1ccc(CN2CCC2(C)C(=O)Nc2ccc3c(c2)OCO3)cc1 (stereo not drawn)
→ 1.5	i
- Cc1cc(N2CCN(C(=O)Oc3ccc([N+](=O)[O-])cc3)CC2)c2ccccc2n1
→ 0.6	i
- Cn1nccc1-c1ccc(C(=O)Nc2cccc(NS(C)(=O)=O)c2)c2occc12
→ 0.5	i
- COc1cccc(NC(=O)N2CCc3nc(Nc4cc(Cl)cc(Cl)c4)ncc3C2)c1
→ 0.9	i
- COc1ccc(Nc2c(-c3cc4ccccc4o3)nc3nc(C)cc(C)n23)cc1
→ 3.1	i
- Cc1cccc(C)c1NC(=O)C(c1ccc(C#N)cc1)n1c(=O)c(-c2cc3ccccc3[nH]2)nc2ccccc21 (stereo not drawn)
→ 4.5	i
- Cc1cc(N2CCN(C(C(=O)NC3CCCC3)C(C)C)CC2)c2ccccc2n1 (stereo not drawn)
→ 3.0	i
- CCCNC(=O)C1(C)CCCN(Cc2cc(-c3ccccc3)nn2C)C1 (stereo not drawn)
→ 0.4	i
- CC(C)=CCn1c2ccc(NC(=O)NCc3ccc(F)cc3)cc2c(=O)n1C
→ x	u
- CCOC(=O)C1=CCN(S(=O)(=O)c2ccccc2Br)C1c1cccc(C)c1 (stereo not drawn)
→ 2.0	i
- NC(Cc1ccccc1)c1csc(Nc2nccc(C(F)(F)F)n2)n1 (stereo not drawn)
→ 2.3	i

A different layout for some results above.
> COc1cccc(NC(=O)N2CCc3nc(Nc4cc(Cl)cc(Cl)c4)ncc3C2)c1
- Myeloid diff MLP GFP+ MAC1+ %: 0.9
- Myeloid diff MLP: i
> COc1ccc(Nc2c(-c3cc4ccccc4o3)nc3nc(C)cc(C)n23)cc1
- Myeloid diff MLP GFP+ MAC1+ %: 3.1
- Myeloid diff MLP: i
> Cc1cccc(C)c1NC(=O)C(c1ccc(C#N)cc1)n1c(=O)c(-c2cc3ccccc3[nH]2)nc2ccccc21 (stereo not drawn)
- Myeloid diff MLP GFP+ MAC1+ %: 4.5
- Myeloid diff MLP: i
> Cc1cc(N2CCN(C(C(=O)NC3CCCC3)C(C)C)CC2)c2ccccc2n1 (stereo not drawn)
- Myeloid diff MLP GFP+ MAC1+ %: 3.0
- Myeloid diff MLP: i

Arranged by number of heavy atoms (falling): some entries from above
Every second line gives: Myeloid diff MLP GFP+ MAC1+ %	Myeloid diff MLP
- COC(=O)[C@@]1(Cc2ccc(F)cc2)[C@H]2c3cc(C(=O)N4CCCC4)n(CCF)c3C[C@H]2CN1C(=O)c1ccccc1
→ 0.8	i
- COc1ccc(CN2C(=O)C(CC(=O)NCCCN(C)C)CC(C(=O)N3CCCCCC3)=C2C)cc1 (stereo not drawn)
→ 0.3	i
- CC1(C(=O)NS(=O)(=O)c2cccs2)CCN1C(=O)c1ccccc1 (stereo not drawn)
→ 0.7	i

Screening results deposited in PubChem by NMMLSC.
